High-throughput results deposited in PubChem BioAssay by several laboratories.
MT stabilize HCS: microtubule stabilizers in HeLa cells, primary screen, imaging, high-content imaging. % tubulin-high responders, % at 10 µM. 200,000 compounds, 0.83% hits. HeLa tubulin immunostaining HCS, 24 h; share of cells brighter than vehicle mean+2SD;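 active means plate Z-score above 3 for both tubulin-high and condensed-nucleus cell shares, with cell loss under 80%, at 10 µM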;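 further: anti alpha tubulin signal scored within the nucleus-defined area of each cell; some results filed as inactive read as strong as hits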
TNAP activation fold: human TNAP enzyme activators, primary screen, biochemical, luminescent, no phosphate acceptor, uHTS (AID 1001). Alkaline phosphatase, tissue-nonspecific isozyme (Homo sapiens). purified TNAP, luminescent activation assay, no phosphate acceptor; higher activation fold means a stronger effect. activation fold at 20 µM; hits with a dose series show EC50 in µM. 200,000 compounds, 0.03% hits; in the data active means activation fold from about 3, or a potency from the dose series; inactive means the rest, 99 in 100 with activation fold below about 1.6; further: many of its hits are not listed in these tables
T cell modulator: modulators of CD8 T cell-vesicle binding, primary screen, mouse 2C CD8+ T cells, flow cytometry. 2C CD8+ T cell-vesicle binding; active compounds read low. calls only at 7 µM. 330,000 compounds, 0.068% hits. AID 2052, 2009;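 active means response, share of CD8 T cells binding vesicles, and their 90th percentile fluorescence all below set limits, cut at about 80% in these data, passing the limit was not always enough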
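incubation = binding step 1.5 h, 37 °C, antibody labelling 20 min, ice | test system = 2C mouse CD8+ T cells | read-out basis = percent CD8+ FL2 mean versus row control | controls = Peptide-free naked vesicles (low) and QL9 vesicles with 0.7% DMSO vehicle (high) | detection = flow cytometry of vesicle-bound cells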
Myeloid diff 2: induction of myeloid progenitor differentiation, primary screen, cell-based, flow cytometry, MLPCN library | calls only at 10 µM | 360,000 compounds, 1% hits | AID 624256, 2012 | ER-HoxA9 myeloid progenitors, lysozyme-GFP differentiation;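 active means normalized GFP-positive differentiation at or above the plate's own cutoff, the solvent-only control mean plus 3 SD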;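 further: cells exposed to compound for four days before flow analysis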
b-catenin transl: modulators of beta-catenin nuclear translocation, primary screen, imaging, HeLa cells, immunofluorescence, high-content | AID 1665, 2009 | 190,000 compounds, 0.3% hits | nuclear translocation activity, % at 5 µM;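 active means nuclear translocation activity above 50% at 5 µM, with a well cell count of 50 or more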;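 further: per-cell ratio of nuclear to cytoplasmic median beta-catenin stain intensity; plate controls were DMSO negative control for no effect and GSK-3 inhibitor IX positive control for full effect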
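Assay system: human HeLa cells, native beta-catenin; doses: 5 µM primary, 0.02–20 µM confirmation; incubation: compound treatment 24 h, 37°C, 5% CO2; technique: fluorescence imaging of beta-catenin antibody stain plus DAPI; measure: % activation, nuclear-to-cytoplasmic median beta-catenin signal ratio per cell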
human PMI inhibition: inhibitors of human PMI, primary screen, biochemical, fluorescence intensity, coupled assay (AID 1209). Mannose-6-phosphate isomerase (Homo sapiens). purified PMI enzyme, coupled fluorescence intensity; higher % means a stronger effect. inhibition, % at 20 µM, or IC50 in µM where a hit was titrated. 190,000 compounds, 0.42% hits; in the data active means inhibition above about 50%;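 further: plate controls were DMSO vehicle for no effect and wells lacking substrate for full effect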
Insulin prom up: insulin promoter activators in MIN6 cells, imaging, high-content screening, mouse beta cells; MIN6 insulin promoter-GFP reporter; active compounds read high; z-score at 5 µM; 190,000 compounds, 0.3% hits;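 active means z-score above 3 at 5 µM with at least 500 cells counted in the well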
Lipid droplet: inhibitors of hepatocyte lipid droplet formation, primary screen, imaging, high-throughput imaging, BODIPY stain | AML12 mouse hepatocytes, oleate lipid droplets | inhibition, % at 6.5 µM | 240,000 compounds, 0.4% hits;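 active means lipid droplet intensity inhibited by at least 50%, with more than 500 cells counted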
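material = mouse AML12 hepatocyte cell line, fixed after treatment | also added = 100 µM oleic acid challenge | doses = compound at 6.5 µM only | schedule = overnight exposure | technique = Image-based BODIPY and DAPI two-channel analysis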
Dynein transport: inhibitors of GR-EGFP nuclear translocation, primary screen, dynein cargo transport inhibitor project, imaging, high-content, 3617.4 mouse cells; test concentration mostly 20 µM; stimulated with dexamethasone, 1 µM; active compounds read low; z-score, hits read low; 220,000 compounds, 0.47% hits; AID 1381, 2008;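 active means plate z-score of nuclear minus cytoplasmic receptor signal below a set negative limit, without overly bright fluorescence or cell loss, cut at about -3.5 in these data, passing the limit was not always enough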;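 further: z-score of nuclear minus cytoplasmic ring GR-EGFP intensity difference per well; some compounds called inactive have numbers as strong as hits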
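Also added – dexamethasone, 1.0 µM final · Buffer or medium – tet-free, stripped-serum medium · Schedule – induction 48 h, compound 1 h, agonist 30 min · Detection – formaldehyde fixation, Hoechst nuclear stain, 10x automated fluorescence imaging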
Dynein transport cytoplasmic EGFP: further read-out of Dynein transport, marked with its call; z-score; measured here: cytoplasmic GR-EGFP intensity; active compounds read high
Dynein transport nuclear GR-EGFP: recorded beside Dynein transport, whose call it bears; z-score; measured here: nuclear GR-EGFP intensity;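 lower value marks the stronger effect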
Dynein transport cell count: also measured in Dynein transport; calls as there; z-score; measured here: cell count per field
Insulin prom up cell count: recorded beside Insulin prom up, whose call it bears; cell count; measured here: cytotoxicity, nuclei count;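 total cells summed across four imaged fields per well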
Lipid droplet cells 6.5 µM: further read-out of Lipid droplet, marked with its call; cell count; measured here: cell count, cytotoxicity flag;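 cells counted across two imaged fields per well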
b-catenin transl cell count 5 µM: also measured in b-catenin transl; calls as there; cell count; measured here: cell count, cytotoxicity flag
T cell modulator vesicle-bound %: further read-out of T cell modulator, marked with its call; double positive events, %; measured here: CD8+ vesicle-bound cell fraction;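 binding gate set so that unloaded-vesicle control wells show 10% double positive cells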
MT stabilize HCS Hoechst-high %: second read-out of MT stabilize HCS, no call of its own (marks repeat the call); % Hoechst-high responders; measured here: nuclear condensation Hoechst responders;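 share of cells brighter than vehicle mean plus two SD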
MT stabilize HCS cytotoxicity %: further read-out of MT stabilize HCS, marked with its call; toxicity, %; measured here: cytotoxicity by cell density;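 0% = mean cell density of plate MIN control wells and 100% = no cells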
Myeloid diff 2 GFP+ MAC1+ %: further read-out of Myeloid diff 2, marked with its call; GFP+ MAC1+ double positive, %; measured here: differentiation confirmed by MAC1 staining
Active calls of the source: *; i = inactive; . = not tested or not shown. Compounds as they come; overall some 3% were active at least once.

SMILES	MT stabilize HCS	MT stabilize HCS Hoechst-high %	MT stabilize HCS cytotoxicity %	TNAP activation fold	T cell modulator	T cell modulator vesicle-bound %	Myeloid diff 2	Myeloid diff 2 GFP+ MAC1+ %	b-catenin transl	b-catenin transl cell count 5 µM	human PMI inhibition	Insulin prom up	Insulin prom up cell count	Lipid droplet	Lipid droplet cells 6.5 µM	Dynein transport	Dynein transport cytoplasmic EGFP	Dynein transport nuclear GR-EGFP	Dynein transport cell count
O=C(N/N=C/c1sc(N2CCOCC2)nc1-c1ccccc1)c1ccccc1F	.	.	.	.	i	44	.	.	0.1	1300	.	0.45	1488	-12	617	-0.43	-0.27	-0.45	0.59
CCOC(=O)N1CCC(NC(=O)c2sc(-n3cccc3)nc2C)CC1	4.6	2.7	8.7	1.1	i	0	i	1.0	2.2	1417	14%	-0.26	1286	.	.	0.38	0.12	0.56	-1.1
O=C(c1ccc(Br)o1)N1CCCc2ccccc21	3.4	1.6	4.2	1.1	i	6	i	0.5	-0.4	1177	-12%	0.05	1219	0	763	0.56	-0.22	0.29	-0.81
COc1cc(CNc2ccc3[nH]c(=O)[nH]c3c2)ccc1OCC(=O)NC(C)(C)C	5.9	2.7	11	1	i	10	i	1.0	-4.7	1284	82%*	-0.16	836	4	749	-1.4	-0.16	-0.52	0.63
CC(C)c1ccc(CN2CCC(C(=O)NCc3cccnc3)CC2)cc1	2.4	1.3	6.8	1.1	i	10	i	0.4	-4.3	1117	19%	0.43	727	-3	713	-0.067	-0.25	0.086	0.95
COc1cccc(NC(=O)COC(=O)CCCc2c[nH]c3ccccc23)c1	3.2	1.7	6.5	1.1	i	40	i	1.1	2.0	1395	9%	-0.38	1574	.	.	0.99	-0.23	-0.65	0.64
CCCCn1c(SC(C)C(N)=O)nc2cc(C(=O)OC)ccc2c1=O (stereo not drawn)	3.1	2.4	4.7	1.1	i	62	i	0.5	-0.7	1285	-2%	-0.07	1362	.	.	0.55	-0.23	1.3	0.66
COCCNC(=O)C(=O)NNC(=O)c1ccccc1OC	2.4	2.7	0.6	1	i	31	.	.	4.5	926	4%	0.49	1333	-50	580	2.6	-0.0095	1.4	-1.8
CSc1[nH]c(=O)c(C(=O)O)cc1C#N	1.4	1.3	3.2	1.1	i	29	i	0.4	-0.9	1189	13%	-0.37	1261	4	774	0.15	-0.11	-0.1	0.44
Cn1c(=O)c(C(=O)COc2ccc(C#N)cc2)c(N)n(Cc2ccccc2)c1=O	2.5	1.6	4.1	1.1	i	28	i	0.2	0.0	1076	5%	-0.45	1268	4	686	0.49	-0.24	0.54	0.048
CCN(CCNC(=O)C1CCN(S(C)(=O)=O)CC1)c1ccccc1	2.4	3.2	14	1.2	i	36	i	4.5	-0.2	1006	6%	.	.	19	735	-0.52	-0.24	0.0027	-0.16
C=CCSc1nc(=O)n2cccc(C)c2n1	2.4	1.2	4.5	1.1	i	35	i	0.8	0.6	1070	12%	0.95	1850	23	735	0.47	-0.031	0.56	1.2
FC(F)(F)c1nc(Sc2ncccc2C(F)(F)F)n[nH]1	.	.	.	.	i	27	i	0.6	-1.0	1178	.	-0.67	1355	17	688	0.13	-0.27	0.039	0.25
COc1cc(NC(=O)c2ccc(Cl)cc2)c(OC)cc1NC(=O)CN1CCCCC1	6.0	1.1	7.7	1	i	54	i	0.1	-1.7	1155	-5%	-0.09	1329	0	645	-0.91	-0.37	-0.1	1.7
Cc1ccc(S(=O)(=O)/N=C(\c2ccccc2)N(C)S(=O)(=O)c2ccc(C)cc2)cc1	1.7	1.7	7.2	1.1	i	13	i	0.7	0.7	1388	4%	-0.65	1499	.	.	-0.25	-0.18	-0.21	0.16
CC1(C)OC(=O)C(=CNc2cccc(C(=O)O)c2)C(=O)O1	6.7	3.8	6.4	1	i	15	i	1.1	1.0	1308	-20%	-0.11	1460	.	.	0.12	-0.26	0.14	-0.15
COC(=O)c1cc2sc(Cl)cc2n1CC(=O)N1CCCc2ccccc21	5.8	4.4	2.8	1	i	16	i	0.6	1.6	1388	1%	0.78	1434	.	.	-0.36	-0.32	-0.16	0.38
CCOc1cc(/C=N/n2cnnc2)ccc1OS(=O)(=O)c1ccc(C)cc1	3.1	2.9	9.3	1.1	i	59	i	0.5	-0.2	1555	9%	-1	1410	-8	605	1.1	-0.31	0.79	-0.63
O=C(N/N=C/c1cccc([N+](=O)[O-])c1)c1cc(-c2ccccc2)nc2ccccc12	2.7	1.9	2.5	1.1	i	56	i	0.5	2.1	1111	1%	.	.	17	672	0.92	0.047	0.94	-0.6
COc1ccccc1CNC(=O)C[n+]1ccccc1	1.0	1.1	7.6	1	i	47	i	0.9	-2.4	1106	-2%	.	.	-3	750	-0.67	0.071	-0.062	0.009
O=C(CCCN1C(=O)/C(=C/c2ccccc2Cl)SC1=S)NNC(=O)c1cccnc1	.	.	.	.	i	20	i	0.8	0.7	1368	.	0.36	1023	6	738	1.1	-0.23	0.53	-0.1
Cc1ccccc1N1CCN(C(=O)c2ccc(Oc3ccc(C(F)(F)F)cn3)cc2)CC1	1.7	1.3	11	1.1	i	19	i	9.1	-2.8	1134	20%	0.51	1956	-28	641	3.2	-0.00041	1.7	-3.7
Cc1ccc(C(=O)N/C(=C/c2ccccc2)C(=O)NCC2CCCO2)cc1 (stereo not drawn)	1.7	2.1	5.5	1.1	i	58	i	0.3	-0.3	1109	0%	-0.31	1350	-2	670	0.39	-0.3	0.39	-0.17
CCOC(=O)C1=NNC2(CC(=O)N(c3cc(C)cc(C)c3)C2=O)C1 (stereo not drawn)	.	.	.	.	i	12	i	0.9	1.0	1300	.	0	1024	19	722	-0.11	-0.18	0.33	0.31
O=C(O)/C=C\C(=O)Nc1ccc(N2CCN(c3ccc(Cl)c(Cl)c3)CC2)cc1	1.6	1.3	3.5	1.1	i	34	i	0.1	-2.3	1131	2%	.	.	6	678	-0.52	-0.3	-0.27	0.6
CN1CCN(c2ccc(Cl)cc2NC(=O)c2ccc(S(=O)(=O)N3CCCCCC3)cc2)CC1	3.8	2.7	9.9	1	i	19	i	0.3	-3.9	927	16%	-1.5	1117	.	.	0.81	-0.082	0.87	-0.39
O=C(CC1C(=O)NCCN1CC1CCCCC1)NCc1ccccc1Cl (stereo not drawn)	2.9	2.3	6.2	1.1	i	62	i	0.3	1.0	1504	.	.	.	0	649	-0.39	0.17	0.14	0.4
O=C(Nc1ccccc1)c1cccc(Cn2cc(C(F)(F)F)ccc2=O)c1	.	.	.	.	i	38	i	0.8	5.3	961	.	.	.	-13	676	2.1	-0.23	0.86	-0.99
O=C(Oc1ccccc1)c1cccc(N2C(=O)CCC2=O)c1	4.1	2.3	3.8	1.1	i	18	i	1.7	-2.5	872	-5%	.	.	.	.	0.55	-0.22	0.51	0.48
CN(C)C(=O)c1ccc(-c2cc(C(F)(F)F)nn2C)s1	.	.	.	.	i	53	i	0.2	-3.4	1232	.	0	1407	3	696	-0.37	-0.26	-0.22	0.37
Cc1ccc(/C=C/c2ccc(=O)n(Cc3ccc(Cl)cc3Cl)n2)cc1	0.9	2.0	8.1	1	i	58	i	2.0	0.5	1252	19%	0.78	1367	.	.	0.75	-0.23	-0.03	-0.66
C=CCNC(=O)c1ccccc1NC(=O)C1COc2ccccc2O1 (stereo not drawn)	3.5	2.8	6.7	1	i	43	i	0.1	-1.1	1026	-6%	-0.52	1572	-1	758	-0.3	-0.32	-0.23	0.81
CCCC12CN3CC(C)(CN(C1)C31CCCCC1)C2=O	1.4	1.3	1.4	1.2	i	20	i	1.3	.	.	9%	1.9	693	9	792	0.21	-0.25	0.19	-0.013

Results in Myeloid diff 2 GFP+ MAC1+ %, for some of the entries so far:
Compound	Myeloid diff 2 GFP+ MAC1+ %
Cc1ccc(S(=O)(=O)/N=C(\c2ccccc2)N(C)S(=O)(=O)c2ccc(C)cc2)cc1	0.7
CC1(C)OC(=O)C(=CNc2cccc(C(=O)O)c2)C(=O)O1	1.1
COC(=O)c1cc2sc(Cl)cc2n1CC(=O)N1CCCc2ccccc21	0.6
